Screening data deposited in PubChem by National Center for Advancing Translational Sciences (NCATS).
TSHR antag – blocks TSH signaling through the human TSH receptor | activity change, negative = inhibition, % at 11.5 µM | AID 504810 | 330,000 compounds, 0.2% hits | TSHR-expressing cells, TSH-stimulated cAMP HTRF, 2 h; hits give low values;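 active = activity change below a set negative limit, meaning inhibition stronger than a set level, cut at about -70% in these data; inconclusive = activity change between two set negative limits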; note: % is set by controls: 0 for no effect and ±100 for the full control effect
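Read-out is FRET at 665 nm (cryptate excitation 337 nm) from a cryptate-tagged anti-cAMP antibody, competed by cell cAMP against cAMP-d2. Compounds are tested on freshly harvested TSHR cells challenged with 4nM TSH (EC80) for 2 hours at 37 deg C.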
Tb PFK block – T. brucei PFK enzyme inhibition | O15648 | T. brucei PFK, ADP-Glo luminescence | Potency, µM (titrated, usually from 57.5 µM), without a hit: at the highest dose activity, negative = inhibition, most hits filed as inhibitors | 330,000 compounds, 0.17% hits | AID 485367;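 note: potency is the fitted concentration of half-maximal effect; 0% = uninhibited 1x PFK enzyme wells and -100% = no-enzyme wells; nearly all actives have a fitted effect of over 60% in size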
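Activity is normalized to no-enzyme wells (full inhibition) and 1.25 nM enzyme wells (no inhibition). Reaction: 0.5 mM F6P, 0.1 mM ATP, 45 min RT, ADP-Glo luminescence; concentration-response curves fitted and classed by quality.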
Chronic BCR inh – chronic active BCR signaling inhibition; ABC-DLBCL IkBa-CBG/CBR reporter, luminescence ratio, 4 h; Potency, µM (top dose mostly 46.1 µM), for inactives: at the highest dose ratio change, negative = lower green/red ratio, most hits filed as inhibitors; 340,000 compounds, 0.05% hits; AID 493014; active = well fitted inhibition curve with a large enough effect in the signal ratio, with a control signal flat, not every such curve was filed as active; inconclusive = small, poorly fitted or top-dose-only effect, or effect the other way, or a change in a side signal; the % refers to the signal ratio;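 note: potency is the fitted concentration of half-maximal effect; plate controls were basal doxycycline-induced cells for no effect and cells given 10 µM MG132 for full effect; MG132 reads +100%, hits lower the ratio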
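TMD8 ABC-DLBCL cells carrying doxycycline-inducible green luciferase fused to IkappaBalpha plus unfused red luciferase were exposed to compounds (up to 46 uM) for 4 hrs at 37C. Activity came from the overlap-corrected green/red luminescence ratio.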
TCR activator – activators of T cell receptors; primary human leukocytes, anti-CD3, IL-2 HTRF, 48 h; 330,000 tested, under 10 active; Potency, µM (highest dose often 9.22 µM), for inactives: at the top dose activation of IL-2 secretion, usual class: activators; note: % of control where 0% means no effect
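Readout: HTRF IL-2, Eu-cryptate/d2 antibody pair, 320nm excitation, 665nm emission. Stimulus: a-CD3 beads, no co-stimulation. Cells: primary human leukocytes. Exposure: 48 hr with compound.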
ELG1 repair inh – ELG1-dependent DNA repair inhibition | HEK293T ELG1-luciferase reporter, luminescence, 16 h; DNA damage induced by 5-fluorouridine | Potency, µM (highest dose often 46.1 µM), inactives show top-dose activity change, negative = inhibition, hits mostly inhibitors | 330,000 compounds, 2.3% hits; note: potency is the fitted concentration of half-maximal effect; % is set by controls: 0 for no effect and ±100 for the full control effect; nearly all actives have a fitted effect of over 55% in size
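5-Fluorouridine DNA damage + compound/DMSO, 2,000 cells/well, 16 h, 37 °C/5% CO2. ONE-Glo, 30 min RT, luminescence. Readout = decrease in reporter signal.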
B2AR arrestin – agonists driving beta-arrestin recruitment to human beta2-adrenergic receptor. beta-arrestin recruitment to beta2AR, cell-based reporter. 330,000 compounds, 0.02% hits. Potency, µM (titrated, usually from 46.1 µM), for the others: at the highest dose activation, usual class: activators;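 note: potency is the fitted concentration of half-maximal effect; 0% = DMSO controls and full agonism = EC100 isoproterenol or metaproterenol; nearly all actives have a fitted effect of over 65% in size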
Target sequence (P07550 whole entry, looked up): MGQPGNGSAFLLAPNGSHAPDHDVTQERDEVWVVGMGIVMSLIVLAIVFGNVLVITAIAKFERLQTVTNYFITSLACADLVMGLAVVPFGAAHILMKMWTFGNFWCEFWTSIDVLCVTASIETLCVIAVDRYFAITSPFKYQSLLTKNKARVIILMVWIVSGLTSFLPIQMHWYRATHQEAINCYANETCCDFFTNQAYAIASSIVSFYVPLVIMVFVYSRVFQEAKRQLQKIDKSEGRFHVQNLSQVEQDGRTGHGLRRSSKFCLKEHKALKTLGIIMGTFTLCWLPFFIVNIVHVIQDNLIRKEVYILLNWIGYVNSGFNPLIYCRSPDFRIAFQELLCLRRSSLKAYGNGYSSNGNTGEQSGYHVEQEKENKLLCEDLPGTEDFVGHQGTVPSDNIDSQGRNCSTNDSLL
Eya2 phos inh – inhibitors of human Eya2 phosphatase activity | O00167 | Potency, µM (titrated, usually from 76.9 µM), inactives show at the top dose activity, negative = inhibition, actives largely listed as inhibitors | AID 488837 | 330,000 compounds, 0.006% hits | recombinant Eya2, OMFP fluorescence dephosphorylation (OMFP is methylfluorescein phosphate); note: potency is the fitted concentration of half-maximal effect; % is set by controls: 0 for no effect and ±100 for the full control effect
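Eya2 (0.2 uM) preincubated 10 min at ambient with compound, then OMFP substrate added at 50 uM; 10 min reaction in 50 mM HEPES pH 7.5, 50 mM NaCl, 5 uM MgCl2, 0.05% BSA, 1 mM DTT. Fluorescence read at Ex 485/Em 525 nm.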
Mito fusion act – blocks mitochondrial division or promotes mitochondrial fusion; Potency, µM (titrated, usually from 46.1 µM), inactives show at the top dose growth rescue (activation), actives largely listed as activators; 320,000 compounds, 0.23% hits; AID 485298; S. cerevisiae fusion-defective mutant growth rescue, CellTiterGlo 48 h;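 note: potency is the fitted concentration of half-maximal effect; % of control where 0% means no effect; nearly all actives have a fitted effect of over 45% in size; temperature-sensitive fusion mutants such as fzo1-1 at 37 °C on non-fermentable ethanol glycerol medium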
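Compounds are tested for their ability to restore growth of mitochondrial fusion-defective yeast strains at non-permissive 37C in YPEG medium over 48 hours. Viability is quantified by luciferase luminescence.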
USP2a block – inhibitors of human ubiquitin-specific protease USP2a. USP2 core, Ub-CHOP2 coupled fluorogenic reporter, 485/531. AID 463254. Potency, µM (doses to about 38.3 µM), for inactives: at the top dose activity change, negative = inhibition, actives largely listed as inhibitors. O75604. 330,000 compounds, 0.01% hits;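 note: potency is the fitted concentration of half-maximal effect; plate controls were DMSO wells for no effect and full inhibition by NEM control for full effect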
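Cell-free coupled assay: 10nM USP2 core preincubated 30min RT with compound in Tris-HCl pH 8.0/CaCl2/CHAPS buffer, then 25nM Ub-CHOP2 and 25nM reporter substrate; fluorescence (Ex 485/Em 531) read after 60min RT, normalized to NEM inhibition, concentration-response curves fitted.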
uPA surface inh – inhibitors of cell surface uPA generation | cell surface uPA generation assay, qHTS | Potency, µM (series often up to 38.3 µM), for the others: top-dose activity change, negative = inhibition, most hits filed as inhibitors | 330,000 compounds, 0.31% hits | AID 540303; active = well fitted inhibition curve with a large enough effect; inconclusive = small, poorly fitted or top-dose-only effect; inactive = no such curve, though single readings can be large or run the other way; tested in mouse RAW 264.7 cells; note: potency is the fitted concentration of half-maximal effect; % is set by controls: 0 for no effect and ±100 for the full control effect; nearly all actives have a fitted effect of over 55% in size
TSG101-PTAP inh – blocks PTAP/TSG101 interaction to inhibit HIV-1 budding | 340,000 tested, under 10 active | Q99816 | Potency, µM (highest dose often 115 µM), inactives show at the top dose activity change, negative = inhibition, hits mostly inhibitors | Fluorescence polarization, FITC-PTAP peptide / Tsg101 binding; active = well fitted inhibition curve with a large enough effect in the main read-out, with a control signal flat, not every such curve was filed as active; inconclusive = small, poorly fitted or top-dose-only effect, or effect the other way, or a change in a side signal; inactive = no such curve, though single readings can be large or run the other way; note: potency is the fitted concentration of half-maximal effect; % of control where 0% means no effect
Target sequence (Q99816 whole entry, looked up): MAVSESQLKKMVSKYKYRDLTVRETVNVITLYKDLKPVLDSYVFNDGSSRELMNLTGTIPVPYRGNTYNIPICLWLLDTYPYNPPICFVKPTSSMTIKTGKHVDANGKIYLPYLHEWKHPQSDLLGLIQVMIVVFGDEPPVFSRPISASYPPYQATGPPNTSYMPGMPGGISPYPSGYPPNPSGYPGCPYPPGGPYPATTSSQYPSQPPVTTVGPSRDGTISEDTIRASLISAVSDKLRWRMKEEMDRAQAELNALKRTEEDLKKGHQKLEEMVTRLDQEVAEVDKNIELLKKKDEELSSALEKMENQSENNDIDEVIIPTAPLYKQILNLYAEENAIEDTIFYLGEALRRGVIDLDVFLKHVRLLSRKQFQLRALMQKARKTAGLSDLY
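Fluorescence anisotropy tracks displacement of a FITC-tagged PTAP peptide (50 nM) from the Tsg101 binding domain (10 uM), following a 20 min room-temperature incubation at pH 7.5.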
Numbers without * were called inactive; u = inconclusive; x = no result given; [ ] = another dose, or the depositor's remark. Unless noted, calls come from the whole dose curve; as a rule, active = well fitted curve in the direction sought with a large enough effect; inconclusive = small, poorly fitted or top-dose-only effect, or another doubt; inactive = no such curve, though single readings can be large; an effect the other way counts as inactive or inconclusive.

SMILES	TSHR antag	Tb PFK block	Chronic BCR inh	TCR activator	ELG1 repair inh	B2AR arrestin	Eya2 phos inh	Mito fusion act	USP2a block	uPA surface inh	TSG101-PTAP inh
O=C(c1ccccc1)c1ccccc1N/C=C/c1nnnn1-c1ccccc1	-1	-1%	-8%	-5%	u	0.2%	-3%	4%	1%	-3%	-5%
O=C(/C=C/c1ccccc1Cl)NNC(=O)c1cccs1	1	15%	u	14%	-6%	0.2%	5%	1%	1%	-4%	-5%
O=C(COc1cccc(C(F)(F)F)c1)NCC(c1cccs1)N1CCOCC1 (configuration not stated)	18	-5%	0%	2%	-3%	-0.1%	3%	0%	0%	3%	-2%
NC(=S)NN=C1C2CC3CC(C2)CC1C3	0	2%	u	6%	0%	u	-2%	-13%	2%	3%	-1%
COC(=O)CCC(=O)OC1(C)C(=O)C=C2C=C(C3CC3)N(CCc3c[nH]c4ccccc34)C=C2C1=O (configuration not stated)	-1	-3%	4%	5%	0%	-0.3%	6%	16%	-8%	11%	-3%
NC(=O)CSc1nccn1Cc1ccc2c(c1)OCO2	3	2%	0%	0%	-7%	-0.1%	3%	-4%	1%	2%	-2%
Cc1cc(=O)oc2cc(OCC(=O)OCC(=O)Nc3ccccc3F)ccc12	-10	7%	-11%	-1%	11%	0.0%	-10%	-1%	3%	-5%	0%
COC(=O)c1scc2c(=O)cc(C(F)(F)F)[nH]c12	7	-28%	8%	-8%	-5%	-0.3%	9%	3%	12%	12%	-28%
COc1ccc(N2CCN(C(=O)Cn3cnc4c(cnn4-c4ccc(C)cc4)c3=O)CC2)cc1	0	-2%	1%	4%	11%	-0.2%	28%	2%	3%	-2%	-4%
Cc1ccc(S(=O)(=O)N2CCOCC2)cc1C(=O)NC1CCCC1	13	1%	9%	1%	4%	0.2%	5%	0%	-1%	-4%	2%
Cc1ccc(N(CC(=O)NCCc2ccccc2)C(=O)c2csnn2)cc1	-2	2%	1%	2%	1%	0.2%	3%	7%	-1%	-1%	-7%
O=C(O)C1CCCN1S(=O)(=O)c1ccc(Cl)c(Cl)c1 (configuration not stated)	-8	2%	0%	2%	0%	-1.8%	-30%	0%	-1%	5%	-6%
Clc1cccc(-c2cc3nc4c(c(N5CCOCC5)n3n2)CCCC4)c1	-6	-14%	u	-9%	u	0.0%	-25%	22%	0%	2%	-6%
Cc1[nH]c2ccccc2c1-c1nc(N)sc1C	5	-1%	5%	3%	0%	-0.8%	-1%	0%	2%	2%	-5%
FC(F)(F)COc1nc(OCC(F)(F)F)nc(N2CCN(c3ccccc3)CC2)n1	-10	-5%	0%	-2%	23µM*	-0.4%	-25%	0%	-1%	11%	-1%
CC/C(=N\NC(=O)c1c(-c2ccccc2)noc1C)c1ccc(C)o1	11	3%	-8%	7%[46.1 µM]	-21%	0.4%	7%	2%	1%	14%	-1%
O=c1c2c([N+](=O)[O-])cc([N+](=O)[O-])cc2sn1Cc1ccccc1	-20	2.7µM*	u	-9%	13%	0.4%	3%	-89%[inhibitor]	2%	2%	3%
CCOC(=O)C1CCN(S(=O)(=O)c2c(C(=O)N3CCCCC3)c(C)n(C)c2C)CC1	-5	0%	6%	-8%	-5%	0.2%	-7%	-5%	4%	0%	-6%
CCn1c(SCC(=O)C(C)(C)C)nnc1-c1cnccn1	-4	-2%	-4%	-2%[46.1 µM]	9%	0.4%	-1%	-3%	4%	0%	-6%
COc1ccc(Nc2oc(-c3ccc(F)cc3)nc2C#N)cc1	-4	-3%	u	7%	u	-0.6%	-6%	1%	4%	-11%	-2%
O=C(NC1CCCCCC1)c1ccc(OCC2CCCO2)cc1 (configuration not stated)	3	1%	-2%	3%	u	4.2%	-23%	-1%	10%	-8%	0%
COc1ccc(-c2nn(-c3ccccc3)cc2/C=N/NC(=O)c2ccc3c(c2)OCO3)cc1	-12	1%	-9%	x	u	0.2%	-5%	-1%	2%	x	x
O=C(OCC(=O)N1CCCC1=O)c1ccc(F)c(S(=O)(=O)N2CCOCC2)c1	18	-4%	0%	8%	18%	0.5%	-17%	7%	-1%	2%	-1%
Cc1nc2ncnn2c(N2CCCC(C(=O)Nc3ccc4c(c3)CCC4)C2)c1C (configuration not stated)	-9	0%	-10%	x	18µM*	0.3%	11%	-9%	-5%	x	-11%
O=C(Nc1cc2c3c(c1)CC(=O)N3CCC2)c1ccccc1Br	8	9%	u	6%	u	0.1%	6%	-4%	-1%	-4%	-4%
CCOC(=O)CSc1nc(N2CCOCC2)c2c(c1C#N)CC(C)(C)OC2	-3	-1%	-14%	7%	2.1µM*	-1.1%	-4%	4%	-1%	1%	-1%
Cc1cc(C)cc(NC(=S)Nc2ccc(Cl)c(Cl)c2)c1	1	9.5µM*	-2%	8%	u	0.0%	-11%	-22%	1%	-2%	-1%
COCCNC(=O)c1cc2nc(-c3ccccc3)cc(C)n2n1	-10	-1%	16%	7%	u	-1.4%	5%	8%	2%	-5%	-7%
Cc1ccc2c(c1)N(C(=O)CCC(=O)NCCCN1CCOCC1)CC(C)O2 (configuration not stated)	5	2%	-21%	2%	9%	0.2%	8%	-1%	2%	-6%	-2%
CC(C)CNC(=O)c1cccc(NC(=O)CCc2ccccc2)c1	0	-7%	6%	0%	7%	-0.6%	-4%	1%	3%	10%	-2%
COc1ccc(S(=O)(=O)N2CCC(Cc3ccccc3)CC2)cc1NC(C)=O	9	1%	-5%	-12%	20%	0.1%	-2%	-3%	0%	4%	0%
O=C(CN1C2=NCCN2c2ccccc21)c1ccc2c(c1)OCO2	9	-5%	-1%	0%	2%	-0.7%	3%	-2%	1%	1%	-9%
OC(COCc1ccccc1)CN1CCN(c2ccccc2F)CC1 (configuration not stated)	10	1%	3%	-1%	-14%	-0.1%	-8%	-3%	2%	1%	-4%
C/C(=N\NC(=O)C(O)c1ccccc1)c1ccc(Cl)s1 (configuration not stated)	0	-2%	4%	-2%	-3%	-0.5%	6%	2%	0%	-18%	-2%
COC(=O)c1cccc(S(=O)(=O)N(Cc2ccco2)Cc2cc3cc(OC)ccc3[nH]c2=O)c1	-29	7%	7%	3%	15µM*	0.4%	14%	-2%	-2%	x	0%
CC(=O)Nc1cccc(NC(=O)Nc2ccc(C(C)=O)cc2)c1	0	0%	u	-2%	u	-0.2%	11%	-6%	1%	-7%	-6%
CCOc1ccc(N2CSC3=C(C#N)C(c4ccco4)CC(=O)N3C2)cc1 (configuration not stated)	-7	u	3%	x	1%	-0.1%	8%	9%	-1%	7%	0%
O=C(CN1C(=O)NC(c2ccc(F)cc2)C1=O)NC1CCCCC1 (configuration not stated)	3	-4%	-1%	4%	13%	-0.9%	-10%	x	0%	-1%	1%
O=C(Cn1cccc1C(=O)c1ccccc1)NCc1ccc2c(c1)OCO2	14	1%	-5%	-7%	4%	0.3%	4%	-1%	0%	3%	1%
COc1ccc(NC(=O)CS(=O)(=O)c2cn(CC(=O)N(C(C)C)C(C)C)c3ccccc23)c(OC)c1	16	1%	-1%	-1%	u	0.2%	1%	-1%	2%	0%	-2%
CCN(CC)CCCN1C(=O)C(=O)/C(=C(/O)c2ccc3c(c2)OCCO3)C1c1ccc(C)o1 (configuration not stated)	8	0%	8%	x	u	0.1%	-3%	0%	6%	x	x
Cc1cc(OC(C)C(=O)NC2CCN(Cc3ccccc3)CC2)c2c(C)cc(=O)oc2c1 (configuration not stated)	256	2%	3%	8%	1%	0.3%	0%	-2%	3%	3%	2%
NS(=O)(=O)c1ccc(CNC(=O)c2ccc3c(=O)n4c(nc3c2)CCC4)cc1	13	0%	-1%	2%	13%	-0.2%	22%	1%	0%	2%	2%
COc1ccc(C(=O)CCc2ccccc2)cc1	-2	-6%	2%	1%	u	0.3%	6%	0%	3%	6%	-4%
Cc1ccc2nc(SCC(=O)O)nc(C)c2c1	23	4%	17%	-3%	3%	-0.2%	16%	-2%	3%	7%	-6%
CC(C)OC(=O)C(C)Oc1ccc(C(=O)NCCc2ccccc2)cc1 (configuration not stated)	7	-2%	7%	-8%	u	-1.2%	-20%	2%	-1%	5%	-9%
